# HCMV antiviral: qHTS Assay for inhibitors of the human cytomegalovirus (HCMV); HFF cells, HCMV-luciferase reporter, 72 h; stronger effect = lower value; activity change, negative = inhibition, % at 57.5 µM; 410,000 tested, 4.5% active; AID 1259415, 2018; in the data active = activity change below about -60%; inconclusive = no clear call, values can overlap the other calls; inactive = above about -39%
#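 Cell-based, HFFs, 1000 cells/well, 16 h 37C; cpds in DMSO + HCMV-luc, MOI 1 PFU/cell; 72 h 37C; OneGlo luminescence after 5 min RT; norm. to buffer vs Salinomycin 10uM.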
# AMA1 RON2 block: qHTS for Inhibitors of AMA1-RON; Towards Development of Antimalarial Drug Lead: Primary Screen | Plasmodium falciparum AMA1 (3D7) - RON2 peptide interaction | AlphaScreen AMA1-biotinylated RON2 peptide binding | Potency, µM (series often up to 58.2 µM), for the others: top-dose activity change, negative = inhibition, most hits filed as inhibitors | 360,000 tested, 0.2% active;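 note: potency is the fitted concentration of half-maximal effect; 0% = vehicle wells and -100% = peptide control; nearly all actives have a fitted effect of over 45% in size; some results filed as inactive show a strong effect at the top dose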
#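 AMA1 (3D7) with his tag at 25 nM final met compounds first, then biotinylated RON2 peptide at 25 nM; detection used donor plus acceptor beads, 10 µg/mL apiece, read by AlphaScreen after 30 min at room temperature.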
# Giardia FBPA inh: qHTS Assay for Inhibitors of Fructose-1,6-bisphosphate Aldolase from Giardia Lamblia. A8B2U2. purified Giardia FBPA. Potency, µM (titrated, usually from 59.6 µM), for inactives: top-dose activity, negative = inhibition, usual class: inhibitors. 290,000 tested, 0.71% active; note: potency is the fitted concentration of half-maximal effect; nearly all actives have a fitted effect of over 55% in size
# Target sequence (A8B2U2 whole entry, looked up): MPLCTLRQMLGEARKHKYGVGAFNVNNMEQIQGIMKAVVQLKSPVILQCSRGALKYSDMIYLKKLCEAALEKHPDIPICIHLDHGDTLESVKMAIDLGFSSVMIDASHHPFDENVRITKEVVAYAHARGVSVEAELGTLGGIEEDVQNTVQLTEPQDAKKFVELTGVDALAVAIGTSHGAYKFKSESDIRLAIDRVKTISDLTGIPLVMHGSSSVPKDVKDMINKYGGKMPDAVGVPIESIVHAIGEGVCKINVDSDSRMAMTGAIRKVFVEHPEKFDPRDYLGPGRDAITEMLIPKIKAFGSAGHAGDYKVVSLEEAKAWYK
#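 Giardia FBPA (40 nM reagent) was preincubated 10 min at RT with compound (up to 57.5 uM final), then substrate plus GAPDH/TPI/NAD/arsenate coupling system with diaphorase/resazurin was added; resorufin fluorescence (525/598 nm) was read after 20 min.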
# HCV inhibitor: qHTS Assay for Inhibitors of Hepatitis C Virus (HCV) | Huh7.5.1 HCVcc-Cre infection, luciferase reporter, 44 h | Potency, µM (doses to about 41.8 µM), for the others: at the top dose activity change, negative = inhibition, hits mostly inhibitors | 340,000 tested, 3.4% active | AID 651820, 2012; note: potency is the fitted concentration of half-maximal effect
#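 After 44 h co-culture of compound, cells and HCVcc-Cre (~0.5 moi), substrate is added for 15 min at room temperature and luciferase measured over 15 sec. Cells were seeded at 1,000/well and pre-cultured 4 h.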
# AmpC detergent: qHTS Inhibitors of AmpC Beta-Lactamase (assay with detergent); 370,000 tested, 0.041% active; AmpC hydrolysis of nitrocefin, absorbance 480 nm, 0.01% Triton; Potency, µM (highest dose often 114 µM), inactives show top-dose activity change, negative = inhibition, actives largely listed as inhibitors; AID 485294, 2010;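 note: potency is the fitted concentration of half-maximal effect; 0% = no-compound wells and -100% = no-enzyme wells; nearly all actives have a fitted effect of over 25% in size; some results filed as inactive show a strong effect at the top dose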
# Target sequence (P00811 whole entry, looked up): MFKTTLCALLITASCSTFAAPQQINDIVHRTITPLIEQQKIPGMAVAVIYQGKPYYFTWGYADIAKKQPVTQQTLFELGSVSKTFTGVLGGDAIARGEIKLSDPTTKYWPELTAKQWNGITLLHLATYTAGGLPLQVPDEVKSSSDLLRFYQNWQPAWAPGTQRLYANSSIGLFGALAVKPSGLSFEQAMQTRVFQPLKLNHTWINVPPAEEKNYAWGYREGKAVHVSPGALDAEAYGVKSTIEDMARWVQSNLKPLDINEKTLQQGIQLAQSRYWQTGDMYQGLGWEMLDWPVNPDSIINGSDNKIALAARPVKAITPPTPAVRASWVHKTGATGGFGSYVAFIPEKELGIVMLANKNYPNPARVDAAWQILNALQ
#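 AmpC (5.3 nM in the dispensed reagent) in 20 mM phosphate pH 7.0 with 0.01% (detergent screen) or 0.0001% Triton X-100 was preincubated with compounds for 15 min at room temperature. Nitrocefin was then added from an 800 uM solution, and hydrolysis was followed at 480 nm.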
# Sm TGR inh: qHTS Assay for the Inhibitors of Schistosoma Mansoni Peroxiredoxins; purified TGR, DTNB reduction, TNB absorbance 405 nm; Potency, µM (series often up to 114 µM), for inactives: top-dose activity change, negative = inhibition, hits mostly inhibitors; 360,000 tested, 3% active; note: potency is the fitted concentration of half-maximal effect; nearly all actives have a fitted effect of over 60% in size
#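 TGR 20 nM + NADPH 100 uM (dispensed conc.), cpd preinc 15 min RT; start with NADPH (500 uM addition) then DTNB (15 mM addition). Kinetic TNB absorbance, 405 nm filter. Four-parameter Hill fit across titration.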
# The depositor's hits bear a star; ? = inconclusive; . = no result given; & = joins results of further samples; [ ] = another dose, or the depositor's remark. Unless noted, calls come from the whole dose curve; as a rule, active = well fitted curve in the direction sought with a large enough effect; inconclusive = small, poorly fitted or top-dose-only effect, or another doubt; inactive = no such curve, though single readings can be large; an effect the other way counts as inactive or inconclusive. Unless noted, % is set by controls: 0 for no effect and ±100 for the full control effect.
nr	structure	HCMV antiviral	AMA1 RON2 block	Giardia FBPA inh
1	COc1ccccc1/C=N/NC(=O)c1ccc(=O)n(C)c1	-34	-15%	2%
2	CCN(CC(=O)Nc1c(F)cccc1F)C(=O)c1ccc(C(=O)c2ccccc2)cc1	-19	-22%	.
3	Cc1ccc(-c2noc(-c3ccoc3C)n2)cc1	97	-29%	-7%
4	Cc1ccc(-c2nnc(CSc3nncn3N)o2)cc1	3	9%	4%
5	O=C(COC(=O)CCC(=O)c1ccc(F)cc1)Nc1ccc(Cl)cn1	-13	-6%[11.6 µM]	.
6	COC(=O)c1cccnc1NC(=S)NC(C)C	23	6%	0%
7	O=C(Nc1ccc2ccccc2c1)c1onc2c1CCCC2	9	21%	-5%
8	CN1C(=O)C(=Cc2ccc(Sc3ccccc3)o2)C(=O)N(C)C1=S	60	-2%	.
9	COc1ccc(N2C(=O)CCC(C(=O)N3CCCCCC3)C2c2ccc(OC)c(OC)c2)cc1 (configuration not stated)	5	-7%	0%
10	CC(C)CN1CCC(Oc2cccc(C(=O)NCCc3ccccc3)c2)CC1	53	2%	2%
11	CC1(NC(=O)CC[N+](C)(C)CCO)CS(=O)(=O)CC1S(=O)(=O)[O-] (configuration not stated)	56	.	-13%
12	O=C(COC(=O)c1cc[n+]([O-])cc1)Nc1ccc2c(c1)OCCO2	-1	-5%	-2%

nr	HCV inhibitor	AmpC detergent	Sm TGR inh
1	6%	?	7%
2	-19%	?	-2%
3	13%	1%	.
4	30%[activator]	5%	-3%
5	28%	.	.
6	32%[activator]	1%	0%
7	?	-6%	-26%
8	30%	.	.
9	2%	3%	0%
10	3%	?	2%
11	12%	-15%	-22%
12	10%	0%	10%

# (list continues)
nr	structure	HCMV antiviral	AMA1 RON2 block	Giardia FBPA inh
13	COc1ccccc1-c1nn2c(-c3ccco3)nnc2s1	91	-11%	-9%
14	COc1ccccc1N=NC1C(=O)N(C(N)=S)N=C1C (configuration not stated)	18	55%[activator]	?
15	COc1ccc(Cn2c(SCC(=O)NCc3ccco3)nc3ccsc3c2=O)cc1	19	0%	4%
16	Cc1cc(CSc2ccccc2)ccc1NC(=O)c1cccc([N+](=O)[O-])c1	-10	-8%	3%
17	CCOc1ccccc1NC(=O)c1sc2ncn(CC(=O)N3CCOCC3)c(=O)c2c1C	7	8%	4%
18	O=C(CN1C(=O)C2CC=CCC2C1=O)Nc1nc(-c2ccc(F)cc2)cs1 (configuration not stated)	15	-2%	.
19	CN(C)c1ccc(-c2cccc(C3CC=CC4C3C(=O)N(Cc3ccccc3)C4c3ccc4ccccc4c3)c2)cc1 (configuration not stated)	17	-16%	-3%&9%
20	COc1ccc(C(=O)NCc2nnc(SCC(=O)Nc3nnc(C)s3)o2)cc1	25	142%[activator]	-1%
21	CCOC(=O)C1CCCN(S(=O)(=O)c2nc3nc(C)cc(C)n3n2)C1 (configuration not stated)	-6	-1%	.
22	COCCOC(=O)C1=C(N)Oc2c(oc(CO)cc2=O)C1c1ccccc1F (configuration not stated)	17	-7%	-3%
23	COC(=O)c1cccc(NC(=O)CC2C(=O)NCCN2C(=O)Nc2ccccc2)c1 (configuration not stated)	6	-16%	.
24	Cc1ccc2sc(NC(=O)c3ccc4c(c3)OCCO4)nc2c1C	66	.	.

nr	HCV inhibitor	AmpC detergent	Sm TGR inh
13	8%	-13%	?
14	8%	?	?
15	2.5µM*	-1%	?
16	-12%	-3%	-1%
17	1%	-5%	-16%
18	?	8%	1%
19	9%	-9%	-27%
20	11%	-1%	7%
21	26%	-13%	4%
22	19%	-4%	-2%
23	1%	3%	0%
24	.	-3%	9%

# Some of the entries so far, with bars between the fields.
item | molecule | HCMV antiviral | AMA1 RON2 block | Giardia FBPA inh | HCV inhibitor | AmpC detergent | Sm TGR inh
20 | COc1ccc(C(=O)NCc2nnc(SCC(=O)Nc3nnc(C)s3)o2)cc1 | 25 | 142%[activator] | -1% | 11% | -1% | 7%
21 | CCOC(=O)C1CCCN(S(=O)(=O)c2nc3nc(C)cc(C)n3n2)C1 (configuration not stated) | -6 | -1% | . | 26% | -13% | 4%

# (next part)
nr	structure	HCMV antiviral	AMA1 RON2 block	Giardia FBPA inh
25	CC(C)(C)c1ccc(C(=O)NCC(=O)OCN2C(=O)c3ccccc3C2=O)cc1	27	1%	-7%
26	Cn1c(N)c(C(=O)COC(=O)/C=C/c2cccc(Br)c2)c(=O)n(C)c1=O	-5	-8%	.
27	CC(=O)Nc1ccc(NC(=O)C(C)OC(=O)CC2CCCCC2)cc1 (configuration not stated)	-11	3%	.
28	Cn1nc(CC(=O)Nc2ccc(N3CCN(C(=O)OC(C)(C)C)CC3)cc2)c2ccccc2c1=O	-79*	-13%	-3%
29	COc1cc(NC(=O)Nc2cc(C)on2)cc(OC)c1OC	57	-9%	-6%
30	CC1(C)N=C(N)N=C(N)N1c1ccc(Oc2ccc(Cl)cc2)c(Cl)c1	-100*	-1%	2%
31	CCCN(CC(=O)Nc1ccccc1OC)C(=O)CCCN1C(=O)c2ccccc2C1=O	-26	16%	.
32	Cc1nn(C(C)C(=O)O)c(=O)c2c1sc1ccccc12 (configuration not stated)	17	0%	19%
33	CCCCOc1ccc(C(=O)Nc2ccc(N3CCN(C)CC3)cc2)cc1	-2	-11%	0%
34	COc1ccc(/C=N/NC(=O)c2ccc(C)nc2)cc1O	-25	-5%	5%
35	C=CCc1cccc(/C=N/NC(=O)CNc2ccccc2OC)c1O	-98*	58%[activator]	-4%
36	COc1ccc(NS(=O)(=O)c2ccc3c(c2)N(C(C)=O)CCO3)cc1	-10	0%	.

nr	HCV inhibitor	AmpC detergent	Sm TGR inh
25	14%	?	-17%
26	3%	-5%	-8%
27	38%[activator]	?	2%
28	?	?	1%
29	-6%	0%	-1%
30	?	1%	-22%
31	2%[8.37 µM]	?	4%
32	.	1%	0%
33	?	-18%	-5%
34	20%	4%	13%
35	?	14%	2%
36	-13%	-4%	1%

# Limited to HCMV antiviral, for some of the entries so far:
no.	Structure	HCMV antiviral
18	O=C(CN1C(=O)C2CC=CCC2C1=O)Nc1nc(-c2ccc(F)cc2)cs1 (configuration not stated)	15
19	CN(C)c1ccc(-c2cccc(C3CC=CC4C3C(=O)N(Cc3ccccc3)C4c3ccc4ccccc4c3)c2)cc1 (configuration not stated)	17
20	COc1ccc(C(=O)NCc2nnc(SCC(=O)Nc3nnc(C)s3)o2)cc1	25

# (further entries)
nr	structure	HCMV antiviral	AMA1 RON2 block	Giardia FBPA inh
37	Cc1cc(N)n(-c2ccc3ccccc3c2)n1	147	13%	0%
38	Cc1cccc(C(=S)N2CCOCC2)n1	-11	0%	.
39	Cc1ccc(-n2c(=O)c3sccc3n(CC(=O)NCc3ccco3)c2=O)cc1F	-31	20%	8%
40	Cc1nn(-c2nnc(NCc3ccccc3)nn2)c(C)c1Br	-34	-17%	?
41	COc1ccc(NC(=O)c2ccc(NC(=O)C3CC3)cc2)cc1	?	14%	2%
42	C=CCn1c(O)c(C(CC)=Nc2ccc(N(C)C)cc2)c(=O)[nH]c1=O	16	?	?
43	CCn1c(SCc2nc(-c3ccccc3)no2)nnc1-c1cccs1	9	-12%	-1%
44	CCOCC(=O)Nc1cccc(SC)c1	24	-21%	8%
45	Cc1nnc2c(NC3CCCCC3)nc3ccccc3n12	202	10%	7%
46	Cc1[nH]c2ccc(C(=O)N3CCN(Cc4ccccc4)CC3)cc2c1C	25	7%	-9%
47	Cc1cc(C)c2ccc(=O)n(CC(=O)N/N=C/c3ccccc3Cl)c2n1	-37	-7%	5%
48	CC(C)Oc1ccc(C(=O)NCC(c2ccc(N(C)C)cc2)N2CCc3ccccc32)cc1 (configuration not stated)	?	.	.

nr	HCV inhibitor	AmpC detergent	Sm TGR inh
37	?	-6%	3%
38	16%	?	-4%
39	-10%	-1%	8%
40	-26%	-2%	-28%
41	?	-4%	-10%
42	?	-7%	32µM*
43	-19%	-8%	-5%
44	4%	-3%	7%
45	-11%	-9%	-11%
46	3%	-10%	?
47	-2%	0%	6%
48	.	6%	2%

# Compound profiles (already shown).
# Cc1cc(N)n(-c2ccc3ccccc3c2)n1 reads HCMV antiviral = 147; AMA1 RON2 block = 13%; Giardia FBPA inh = 0%; HCV inhibitor = ?; AmpC detergent = -6%; Sm TGR inh = 3%
# Cc1nn(-c2nnc(NCc3ccccc3)nn2)c(C)c1Br reads HCMV antiviral = -34; AMA1 RON2 block = -17%; Giardia FBPA inh = ?; HCV inhibitor = -26%; AmpC detergent = -2%; Sm TGR inh = -28%

# Next structures.
nr	structure	HCMV antiviral	AMA1 RON2 block	Giardia FBPA inh
49	COc1ccc(C(=O)OC(COc2ccccc2)Cn2ccnc2)cc1 (configuration not stated)	-25	-14%	-1%
50	CC(C(=O)c1ccc(-c2ccccc2)cc1)[n+]1cccc(C(N)=O)c1 (configuration not stated)	5	-7%	-1%
51	Cc1nnc(SCC(=O)N2CCN(S(=O)(=O)c3ccccc3)CC2)[nH]c1=O	12	5%	-14%
52	COc1ccc(-n2c(=O)c3c4c(sc3n3c(SC(C)C)nnc23)COC(C(C)C)C4)cc1 (configuration not stated)	-33	.	.
53	CC1=C(C(=O)OC(C)C)C(c2ccc(F)cc2)NC(=O)N1 (configuration not stated)	22	3%	0%
54	CC(=O)Nc1ccc(S(=O)(=O)Nc2c(C)nn(-c3ccccc3)c2C)cc1	?	2%	1%
55	Cc1ccc(S(=O)(=O)N2CCC(C(=O)N[C@@H](C)C(=O)NCc3ccco3)CC2)cc1	-18	4%	3%
56	CC(C)(C)C(=O)Nc1ccc(C(=O)N/N=C/c2ccccc2OC(=O)c2ccccc2)cc1	-35	0%	0%
57	CSc1ncccc1C(=O)NCC(c1cccs1)N1CCOCC1 (configuration not stated)	-2	74%[activator]	.
58	CCc1cccc(NC(=O)Cn2c(=O)c(C(F)(F)F)nc3ccccc32)c1	-6	.	.
59	CCn1c(=O)cc(OCC(=O)NCCCN2CCCC2=O)c2ccccc21	163	12%	-12%
60	CC(=O)CN1C(=O)NC(c2ccccc2)(c2ccccc2)C1=O	-31	-11%	-1%
61	CC12CCC(O)CC1=CCC1C2CCC2(C)C(c3ccn[nH]3)CCC12 (configuration not stated)	-33	1%	.
62	CC(=O)NNC(=S)NC(=O)C(c1ccccc1)c1ccccc1	?	114%[activator]	3%

nr	HCV inhibitor	AmpC detergent	Sm TGR inh
49	?	-10%	-12%
50	10%	-3%	-22%
51	4%&19%	1%	3%
52	.	-5%	-2%
53	-16%	0%	-19%
54	?	-1%	7%
55	22%	-8%	-20%
56	?	0%	15%
57	-4%	?	4%
58	.	2%	7%
59	-2%	?	-22%
60	18%	-3%	-7%
61	?	.	.
62	?	2%	8%

# Screens as filed in PubChem BioAssay.
